RGS4 inh: Inhibitors of Regulator of G Protein Signaling (RGS) 4: qHTS; Transcreener GDP fluorescence polarization, RGS4-accelerated GTP hydrolysis; actives 0.039% (n = 390,000); Potency, µM (top dose mostly 114 µM), without a hit: at the top dose activity change, negative = inhibition, hits mostly inhibitors; Regulator of G-protein signaling 4 (Homo sapiens), P49798; further: potency means the concentration at half of the fitted maximal effect; on the % scale 0 is the no-effect control and ±100 the full control effect; nearly all actives have a fitted effect of over 75% in size; some results filed as inactive show a strong effect at the top dose
Target sequence (P49798 whole entry, looked up): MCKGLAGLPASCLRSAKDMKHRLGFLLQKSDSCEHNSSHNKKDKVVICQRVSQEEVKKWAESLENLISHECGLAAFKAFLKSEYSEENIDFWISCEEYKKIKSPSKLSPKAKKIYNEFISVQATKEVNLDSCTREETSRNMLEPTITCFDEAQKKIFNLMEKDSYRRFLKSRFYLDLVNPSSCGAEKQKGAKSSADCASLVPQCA
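MLSMR compounds (23 nl, pin-transferred) preincubated 10 min at room temperature with a 500nM (2x) first reagent, then RGS4 at 900nM (2x) plus Transcreener GDP mix added; fluorescence polarization (620/688 nm) read before and after 90 min at 30 °C.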
IDH1 R132H inh: qHTS for Inhibitors of mutant isocitrate dehydrogenase 1 (IDH1): qHTS; Isocitrate dehydrogenase [NADP] cytoplasmic (Homo sapiens), O75874; IDH1-R132H enzyme, NADPH consumption, diaphorase/resazurin fluorescence; Potency, µM (highest dose often 76.6 µM), for the others: at the top dose activity change, negative = inhibition, usual class: inhibitors; actives 0.093% (n = 390,000); AID 602179, 2012; further: potency means the concentration at half of the fitted maximal effect; on the % scale 0 is the no-effect control and ±100 the full control effect; nearly all actives have a fitted effect of over 65% in size
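IDH1-R132H (0.5 ug/mL) preincubated 30 min with compound, then NADPH (0.016 mM) and alpha-KG (2 mM) added; 80 min at RT, pH 7.5. Remaining NADPH coupled via diaphorase/resazurin to fluorescence (540/590 nm); concentration-response curves normalized to no-enzyme control.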
LDHA inh: qHTS assay for inhibitors of human lactate dehydrogenase | activity change, % (values are at about 110 or 230 µM) | AID 1347041, 2019 | actives 0.15% (n = 480,000) | purified LDHA, NADH/diaphorase-resazurin fluorescence; stronger effect = lower value; in the data active means activity change below about -30%; inconclusive means mostly about -25% to -30%;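 further: plate controls were DMSO wells for no effect and wells without enzyme for full effect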
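LDH5 2 nM; NADH 0.06 mM, pyruvate 0.2 mM; 200 mM Tris pH 7.4, EDTA, Tween-20; 5 min RT. Detection: diaphorase 0.133 mg/mL + resazurin 37 µM, fluorescence ex540/em590 at 0 and 20 min; normalized to enzyme-free and DMSO wells.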
rTrxR1 inhibitor: qHTS Assay for Inhibitors of Mammalian Selenoprotein Thioredoxin Reductase 1 (TrxR1): qHTS. recombinant rTrxR1, NADPH fluorescence consumption, selenite substrate. Potency, µM (doses to about 114 µM), for inactives: top-dose activity change, negative = inhibition, usual class: inhibitors. actives 1% (n = 390,000). AID 588453, 2011; further: potency means the concentration at half of the fitted maximal effect; on the % scale 0 is the no-effect control and ±100 the full control effect; nearly all actives have a fitted effect of over 65% in size
Target sequence (O89049 whole entry, looked up): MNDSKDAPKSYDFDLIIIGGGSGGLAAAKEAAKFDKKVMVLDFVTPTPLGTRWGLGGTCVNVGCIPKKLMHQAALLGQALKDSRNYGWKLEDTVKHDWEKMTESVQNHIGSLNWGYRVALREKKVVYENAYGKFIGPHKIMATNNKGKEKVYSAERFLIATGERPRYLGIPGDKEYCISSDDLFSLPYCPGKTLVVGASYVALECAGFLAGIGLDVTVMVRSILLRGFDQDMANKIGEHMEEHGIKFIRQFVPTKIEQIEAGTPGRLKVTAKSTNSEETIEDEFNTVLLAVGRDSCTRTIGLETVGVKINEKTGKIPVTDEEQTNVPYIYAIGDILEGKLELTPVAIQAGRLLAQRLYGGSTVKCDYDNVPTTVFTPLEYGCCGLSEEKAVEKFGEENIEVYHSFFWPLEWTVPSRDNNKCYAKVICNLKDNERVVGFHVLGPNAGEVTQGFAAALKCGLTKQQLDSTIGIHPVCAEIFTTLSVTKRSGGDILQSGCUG
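Rat TrxR1 (90 nM in the dispensed reagent) was pre-reduced with 400 uM NADPH for 5 min at room temperature, then incubated with compound for 15 min. After 400 uM selenite was added, NADPH fluorescence (Ex 340/Em 450 nm) was followed for 8 min.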
Vif-A3F inh: qHTS for Inhibitors of Vif-A3F Interactions: qHTS | HeLa A3F-eYFP + Vif (tagged APOBEC3F with the HIV-1 protein that degrades it), YFP fluorescence increase | Potency, µM (doses to about 46.1 µM), without a hit: top-dose activity, negative = active | actives 0.2% (n = 390,000); further: potency means the concentration at half of the fitted maximal effect; % of control where 0% means no effect; nearly all actives have a fitted effect of over 65% in size
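HeLa cells stably expressing A3F-eYFP plus Vif, plated and incubated overnight at 37 deg C, then exposed to compounds overnight at 37 deg C. Blocked degradation read as raised yellow fluorescence (Ex 488/Em 500-530).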
USP1-UAF1 inh: Inhibitors of USP1/UAF1: Primary Screen. actives 0.23% (n = 390,000). Potency, µM (top dose mostly 57.1 µM), for the others: at the top dose activity change, negative = inhibition, hits mostly inhibitors. AID 743255, 2014. recombinant USP1/UAF1, Ub-Rhodamine cleavage fluorescence; further: potency means the concentration at half of the fitted maximal effect; on the % scale 0 is the no-effect control and ±100 the full control effect; nearly all actives have a fitted effect of over 60% in size; inactives centre near -12
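High-throughput fluorogenic screen: 1nM USP1/UAF1 complex, Ub-Rho substrate 150nM final, 50mM HEPES pH 7.8 with 0.5mM EDTA, 0.1 mg/ml BSA, 1mM TCEP and 0.01% Tween-20.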
GRP78 ERSR act: qHTS for Inducers of the Endoplasmic Reticulum Stress Response (ERSR) in Human Glioma: qHTS. Potency, µM, for the others: top-dose activation, most hits filed as activators. AID 602332, 2012. U87-MG GRP78 promoter luciferase reporter, 16 h. actives 0.02% (n = 420,000); further: potency means the concentration at half of the fitted maximal effect; series mostly up to about 76 µM; % of control where 0% means no effect; nearly all actives have a fitted effect of over 35% in size
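ERSR induction read as luciferase luminescence (Bright-Glo, 10 min at room temperature) in stably transfected human U87-MG glioma cells exposed to compounds for 16 h, using GRP78 as sensor.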
TrxR1 substrate: qHTS Assay for Substrates of Mammalian Selenoprotein Thioredoxin Reductase 1 (TrxR1): qHTS; Thioredoxin reductase 1, cytoplasmic (Rattus norvegicus), O89049; purified TrxR1 substrate turnover, NADPH consumption readout; Potency, µM (top dose mostly 114 µM), for inactives: at the highest dose activity change, negative = substrate turnover; actives 0.01% (n = 390,000); AID 588456, 2011; further: potency means the concentration at half of the fitted maximal effect; on the % scale 0 is the no-effect control and ±100 the full control effect; nearly all actives have a fitted effect of over 50% in size
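Rat TrxR1, dispensed at 90 nM, was prereduced with 400 uM NADPH (final) for 5 min at ~22 deg C, then incubated with compound 15 min before 400 uM selenite. A first-read NADPH fluorescence drop versus no-compound background flagged substrates.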
Vif-APOBEC3G blk: qHTS for Inhibitors of Vif-A3G Interactions: qHTS; DNA dC->dU-editing enzyme APOBEC-3G (Homo sapiens), Q9HC16; HeLa A3G-eYFP + Vif (tagged APOBEC3G with the HIV-1 protein that degrades it), YFP fluorescence, overnight; Potency, µM (doses to about 46.1 µM), without a hit: at the top dose activity, negative = active, actives largely listed as inhibitors; actives 0.076% (n = 410,000); AID 602310, 2012;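 further: potency means the concentration at half of the fitted maximal effect; on the % scale 0 is the no-effect control and ±100 the full control effect; nearly all actives have a fitted effect of over 60% in size; hits raise eYFP signal because A3G escapes Vif-driven loss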
Target sequence (Q9HC16 whole entry, looked up): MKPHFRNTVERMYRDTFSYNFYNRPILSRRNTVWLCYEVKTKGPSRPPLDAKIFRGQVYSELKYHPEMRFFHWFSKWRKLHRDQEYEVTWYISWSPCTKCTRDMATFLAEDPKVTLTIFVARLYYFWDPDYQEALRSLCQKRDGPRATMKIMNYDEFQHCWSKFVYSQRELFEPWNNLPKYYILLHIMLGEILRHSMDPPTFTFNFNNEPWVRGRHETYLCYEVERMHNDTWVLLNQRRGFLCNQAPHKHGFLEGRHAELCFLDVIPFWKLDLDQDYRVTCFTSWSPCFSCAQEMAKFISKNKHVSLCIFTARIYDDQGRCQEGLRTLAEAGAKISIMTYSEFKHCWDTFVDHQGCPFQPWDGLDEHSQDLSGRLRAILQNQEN
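Read-out is eYFP fluorescence (Ex 488/Em 500-530) from Vif-expressing HeLa A3G-eYFP cells; more signal means A3G escaped Vif-mediated degradation. Cells plated overnight, compound pinned in, incubated overnight at 37 deg C.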
The depositor's hits bear a star; ? = inconclusive; / = no result given; & = joins results of further samples; [ ] = remark or other dose. Unless noted, the call rests on the fitted dose curve; in most records, active means well fitted curve in the direction sought with a large enough effect; inconclusive means small, poorly fitted or top-dose-only effect, or another doubt; inactive means no such curve, though single readings can be large; an effect the other way counts as inactive or inconclusive. The list is partial (hit frequency here may not be typical).

Every second line gives: RGS4 inh	IDH1 R132H inh	LDHA inh	rTrxR1 inhibitor	Vif-A3F inh	USP1-UAF1 inh	GRP78 ERSR act	TrxR1 substrate	Vif-APOBEC3G blk
- O=C(CCC(=O)c1ccc(F)cc1)NCc1ccccc1C(F)(F)F
 : -17%[56.9 µM]	-5%	-3	10%[57.1 µM]	1%	-12%	-6%	4%[57.1 µM]	2%
- N#CCCN(C(=O)COC(=O)c1cc(=O)c2ccccc2o1)c1ccccc1
 : -15%	-3%	-1	8%	1%	4%	-2%	3%	-2%
- CN(CC(=O)Nc1cccc(F)c1)C(=O)Cn1c(=O)cnc2ccccc21
 : -13%	6%	-5	6%	3%	-22%	-3%	0%	2%
- Cc1ccc(OCCC(=O)Nc2ccc(F)c(F)c2)cc1
 : 0%	1%	4	?	7%	-19%	-5%	-5%	-5%
- CCOC(=O)Cc1cnc(NC(=O)NC(C(=O)OCC)(c2ccccc2)C(F)(F)F)s1 (stereo not given)
 : 4%	-4%	-4	7%	-4%	-12%	0%	-6%	1%
- CN1CCN(C(CNC(=O)c2cccc(F)c2)c2ccc3c(c2)OCO3)CC1 (stereo not given)
 : 3%	-2%	-1	24%[57.1 µM]	-2%	-3%	0%	5%[57.1 µM]	0%
- CC(=O)CN1C(=O)NC2(CCCc3ccccc32)C1=O (stereo not given)
 : 18%	-16%	-1	13%	0%	-16%	-3%	2%	0%
- CCOC(=O)CNC(=S)N(Cc1ccc(C)cc1)Cc1ccc(C)o1
 : -19%	1%	2	-5%	?	-6%	-2%	-10%	-10%
- Cc1cccc(C)c1NC(=O)N1CCC(n2c(=O)[nH]c3ccccc32)CC1
 : 8%	3%	-10	15%[57.1 µM]	-4%	-27%	4%	9%[57.1 µM]	1%
- CCOc1ccccc1C(=O)NCCCCCC(=O)O
 : 2%	6%	-10	9%	8%	-16%	-6%	7%	3%
- C[N+]1(CC(=O)c2ccc(I)cc2)CCOCC1
 : /	/	/	-14%[57.1 µM]	/	/	-2%	0%[57.1 µM]	1%
- Cc1cccn2c(=O)c3cc(C(=O)NCCN4CCOCC4)c(=N)n(CCCN4CCOCC4)c3nc12
 : -1%	27%	-3	42%[activator]	6%	3%	-2%	251%[activator]	0%
- Cc1cc(-n2c(SCC(=O)Nc3ccc(F)c(F)c3)nc3n[nH]c(C)c3c2=N)ccc1Cl
 : -17%	4%	0	31%	5%	-13%	-10%	12%	1%
- CC(=O)c1c(C)[nH]c(C(=O)OC(C)C(=O)NC2CCCCC2)c1C (stereo not given)
 : /	10%	3	/	-16%	-24%	-5%	/	1%
- O=C(NCC(=O)N1CCCCCCC1)c1ccccc1Cl
 : -12%	0%	-17	3%	-3%	-11%	-3%	-4%	-2%
- CCC1C(=O)N(c2nc(C)cc(C)n2)N=C1C (stereo not given)
 : -49%	5%	1	11%	0%	-21%	-2%	11%	-4%
- CCOC(=O)N1CCN(S(=O)(=O)N2CCCC(C(=O)NCCc3ccc(Cl)cc3)C2)CC1 (stereo not given)
 : 9%	-11%	-3	30%	1%	-21%	-3%	7%	-4%
- O=C(COc1cccc2cccnc12)N/N=C/c1cccn1-c1ccc(F)cc1
 : -8%	0%	3	3%	9%	-14%	-7%	-10%	0%
- COC(=O)c1nn(-c2ccccc2)c(=O)cc1Oc1ccc(Cl)cc1
 : 5%	2%	-12	-9%	1%	-10%	-2%	-5%	0%
- CCOc1ccccc1CNC(=O)c1[nH]c2ccccc2c1Sc1ccccc1
 : -7%	25%	-5	18%	-2%	-29%	-2%	0%	-3%
- Cc1ccc(C)c(N2CCN(C(=O)CCc3nc(-c4cccc(F)c4)no3)CC2)c1
 : 5%	7%	-3	27%	4%	?	-2%	-4%	5%
- CN(C)/C=C1\C(=O)N(c2ccc(F)cc2F)C(c2cccnc2)S1(=O)=O (stereo not given)
 : 20%	3%	-7	-4%[57.1 µM]	0%	16%	-4%	4%[57.1 µM]	0%
- O=C(CN(C(=O)CNS(=O)(=O)c1ccc(F)cc1)c1ccc(F)cc1)NCc1ccco1
 : -6%	5%	-3	5%	6%	-1%	-3%	5%[0.457 µM]	-6%
- COc1cccc(-c2nc(-c3ccncc3)no2)c1
 : -19%[56.9 µM]	3%	-5	10%	-6%	-20%	-5%	-1%	5%
- CC1CCC(NC(=O)Cn2c(=O)[nH]c3ccsc3c2=O)CC1 (stereo not given)
 : 13%	13%	-1	1%	-13%	-1%	4%	0%	-3%
- C[C@H](CO)N1C[C@H](C)[C@@H](CN(C)C)Oc2c(NC(=O)c3ccncc3)cccc2C1=O
 : 8%	-11%	-3	7%[57.1 µM]	9%	0%	2%	-2%[57.1 µM]	1%
- Clc1ccccc1OCc1nc(-c2ccccn2)no1
 : 2%	2%	-4	3%[2.29 µM]	0%	-22%	-5%	0%[2.29 µM]	-13%
- O=C(O)CC/C(=N\NC(=O)c1ccccc1Br)c1ccccc1
 : -25%	4%	-3	-15%	7%	-8%	-2%	2%	-3%
- COc1ccc(C(=O)N(Cc2sccc2C)C2CCS(=O)(=O)C2)cc1Cl (stereo not given)
 : -4%	/	2&-5	17%	/	-22%	/	0%	/
- O=C(NCCN1CCCCC1)c1ccc(Cn2c(SCc3ccc(F)cc3)nc3cccnc32)cc1
 : 24%	5%	-7	20%	0%	-17%	-1%	12%	6%
- CCc1nnc2c(Nc3ccccc3Br)nc3ccccc3n12
 : 8%	-8%	-6	13%	5%	-10%	-2%	7%	-2%
- O=C(Nc1ccccc1O)c1ccc(Cl)cc1
 : -6%	0%	-4	7%[57.1 µM]	-6%	-17%	?	1%[57.1 µM]	1%
- CCC(=O)O/N=C(\N)c1ccc(Oc2cc(C)c(Cl)c(C)c2)c([N+](=O)[O-])c1
 : 9%	-1%	-3	-10%[57.1 µM]	1%	5%	-4%	0%[57.1 µM]	0%
- CCC(=O)N(Cc1cc2cc(OC)ccc2[nH]c1=O)c1ccc(C)cc1
 : 16%	-2%	-1	28%	2%	-6%	-3%	21%	3%
- COc1ccc(-n2c(=O)c3ccccc3n(CC(=O)Nc3cccc(OC)c3)c2=O)cc1
 : -1%[11.4 µM]	-5%	-1	24%	2%	-28%	-3%	4%	-2%
- CCN(CC)CCN1C(=O)C2C(C(=O)Nc3cccc(C)c3)C3C=CC2(O3)C1C(=O)NC1CCCC(C)C1C (stereo not given)
 : 7%	-8%	-5	22%	16%	?	-1%	7%	0%
- COCCn1c(C)cc(C(=O)CSc2nc3ccccc3c(=O)[nH]2)c1C
 : -11%	0%	-7	-9%	-4%	-12%	?	-9%	-1%
- CCn1cc(S(=O)(=O)Nc2cc(C)ccc2F)cn1
 : 11%	6%	-5	12%	1%	-14%	-7%	5%	0%
- CC1CCCCN1CCCNC(=O)c1ccc2c(c1)NC(=O)CN2C (stereo not given)
 : /	8%	-2	/	-3%	-30%	-3%	/	-3%
- CCC(NC(=O)Nc1cccc(C)c1)c1c(-n2cccc2)sc2c1CCN(C)C2 (stereo not given)
 : -9%	-9%	-1&-2	4%	-16%	-13%	1%	-9%	-5%
- NNC(=S)NCCc1ccccc1
 : -16%	6%	-6	-10%[57.1 µM]	?	-9%	0%	14%	7%
- CCOC(=O)c1cc(C)sc1NC(=S)Nc1ccccc1
 : 2%	-3%	-10	-10%[57.1 µM]	3%	-5%	-3%	5%[57.1 µM]	0%
- O=C(CN1C(=O)c2ccccc2S1(=O)=O)NCc1c(F)cccc1F
 : 6%	-9%	-7	0%[57.1 µM]	4%	-17%	2%	0%[57.1 µM]	-2%
- COc1ccc(C(=O)N(C)Cc2ccc(OC)c(OC)c2OC)cc1S(=O)(=O)N1CCOCC1
 : 3%	-11%	-11	10%	-9%	3%	-4%	-1%	-1%
- CCOC(=O)c1c(C)[nH]c(C)c1S(=O)(=O)N1CCC(C(=O)Nc2ccc(C)cn2)CC1
 : -34%	13%	1	9%[57.1 µM]	3%	-13%	-2%	1%[57.1 µM]	3%

One compound at a time (already shown). Values in the order: RGS4 inh, IDH1 R132H inh, LDHA inh, rTrxR1 inhibitor, Vif-A3F inh, USP1-UAF1 inh, GRP78 ERSR act, TrxR1 substrate, Vif-APOBEC3G blk
Record of O=C(CN1C(=O)c2ccccc2S1(=O)=O)NCc1c(F)cccc1F = 6%, -9%, -7, 0%[57.1 µM], 4%, -17%, 2%, 0%[57.1 µM], -2%
Record of COc1ccc(C(=O)N(C)Cc2ccc(OC)c(OC)c2OC)cc1S(=O)(=O)N1CCOCC1 = 3%, -11%, -11, 10%, -9%, 3%, -4%, -1%, -1%

Screening data deposited in PubChem BioAssay by National Center for Advancing Translational Sciences (NCATS).
